# Cav3 T inh: inhibitors of human Cav3.2 T-type calcium channel | O95180 | Cav3.2-expressing cells, Fluo-4 calcium fluorescence FDSS; stronger effect = lower value | B-score at 10 µM | hit rate 4% among 100,000;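 active means single-dose well whose peak fluorescence ratio is a statistical outlier from its plate by either plate-standardised score or position-corrected B-score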
# * marks the source's active call; other numbers are inactive results. These rows are one share of the data. The share of hits here may be higher or lower than overall.
SMILES,Cav3 T inh
COCCOc1cc(N2C(=O)CSCC2=O)c(Cl)cc1Cl,1.01
COc1ccccc1-n1c(=O)c2c3c(sc2n2c(SC(C)C)nnc12)CCC3,1.82
CNCCCC1c2ccccc2C=Cc2ccccc21,-0.964
CC1C/C(=N/NC(=O)c2cccc(F)c2)c2ccc(O)cc2C1 (stereo unspecified),0.492
CN1CCN(c2ncnc3c2[nH]c2ccc(F)cc23)CC1,0.733
CC(C)CC(COCc1cccc(Cl)c1)N1CCN(C(=O)c2ccc(C(F)(F)F)cc2)CCC1=O (stereo unspecified),-0.655
CC(Oc1ccc(Cl)cc1)C(=O)NCCCn1ccnc1 (stereo unspecified),0.317
CC(C)OC(=O)C1C(=O)CC(C)(O)C(C(=O)OC(C)C)C1c1ccc(F)cc1 (stereo unspecified),-0.794
Cc1cccc(C)c1NC(=O)N1C(C(=O)O)CSC1C(=O)O (stereo unspecified),0.926
COc1ccc(OC)c2sc(NC(=O)CCSc3ccccc3)nc12,-0.149
CCOC(=O)C(NC(=O)c1ccc(OC)cc1)(N1CCOCC1)C(F)(F)F (stereo unspecified),1.99
O=c1/c(=C/c2ccco2)sc2n1CN(c1cccc(Br)c1)CN=2,0.185
CN(C)/C=N/c1ncc(C(=O)c2ccc3ccccc3c2)s1,-2.81
CCOC(=O)CSc1nc2c(c(=O)[nH]c(=O)n2C)n1CCc1ccccc1,0.039
N#CCCN1CCN(S(=O)(=O)c2ccc(S(=O)(=O)N3CCCC3)cc2)CC1,0.676
COCCn1cnc2c1c(=O)n(CC(=O)Nc1cc(C)on1)c(=O)n2Cc1ccccc1,0.196
CCCSc1nc(SCC(=O)NCc2ccccc2)c2c3c(sc2n1)COC(C)(C)C3,0.118
C=CCn1c(SC2CCOC2=O)nc2sc(CC)cc2c1=O (stereo unspecified),2.85
CC(C)C(=O)Nc1ccc(-c2nc3cccnc3o2)cc1,0.797
COCc1cc(=O)[nH]c(Nc2nc3ccc(C)cc3o2)n1,-1.05
COc1nc(Nc2ccc3c(c2)OCO3)nc(OC)n1,0.774
CCCCNC(=S)NNC(=O)C12CC3CC(CC(C3)C1)C2,0.346
O=C(Nc1cccnc1)c1ccc2c(c1)C(=O)N(Cc1cccnc1)C2=O,0.0294
Cc1c(C(=O)O)oc2c1C(O)CCC2 (stereo unspecified),0.566
NC(=O)c1ccccc1Nc1nc(NCCO)nc(N2CCCC2)n1,0.997
CCN(CC)C(=O)CSc1nnc([C@@H](N)Cc2ccccc2)o1,0.936
O=C(Nc1ccc(F)c(F)c1)c1cc(S(=O)(=O)N2CCN(c3ccccn3)CC2)ccc1F,-0.742
CCCCCCCCCCCC(=O)c1c(O)cccc1O,0.227
CCOc1ccc(NC(=O)CN(Cc2ccccc2)S(C)(=O)=O)cc1,0.189
O=C(NCCc1ccccc1)C1CCN(S(=O)(=O)N2CCC3(CC2)OCCO3)CC1,0.678
O=C(Cn1c(=O)oc2cc(S(=O)(=O)N3CCCCCC3)ccc21)NC1CCCCCCC1,0.15
Cc1ccc(SC(C)c2nc(-c3ccncc3)no2)cc1 (stereo unspecified),-0.978
COC(=O)C1C(O)=C(C=NC2CCCCC2)C(=O)CC1(C)C (stereo unspecified),0.44
COCCN1C(=O)N[C@@H](c2cccc(C(F)(F)F)c2)[C@H](C(C)=O)[C@H]1C,1.01
COC(C[C@H](O)C[C@H](O)[C@H](C)OCc1ccccc1)OC,0.476
Cc1cc(NC(=O)CSc2nc3ccsc3c(=O)n2NC(=O)c2ccccc2)no1,0.481
CCOc1ccc(OCC(=O)N2CCOCC2)cc1,0.122
CCCCC(c1nnnn1Cc1ccco1)N1CCN(C(=O)c2ccco2)CC1 (stereo unspecified),-0.297
COc1ccc(Cc2nnc(NC(=O)c3c(-c4ccccc4)noc3C)s2)cc1,-5.23*
Cc1ccnc(SCCn2c(N3CC(C)CC(C)C3)nc3c2c(=O)n(C)c(=O)n3C)n1 (stereo unspecified),0.973
CCC(CC)c1nc(NCCC(=O)O)c2ccccc2n1,0.763
Cc1ccc(NCc2nnc(SCC(=O)c3ccccc3)o2)c(C)c1,0.41
CCOC(=O)c1[nH]c(COC(=O)CCOc2ccccc2OC)c(C(=O)OCC)c1C,-0.17
CC1(C)Cc2ccccc2-c2c1c(=O)n(Cc1ccccc1)c1nnnn21,0.129
COc1ccccc1N1CCN(c2cc(=O)n(-c3ccccc3Cl)c(=O)[nH]2)CC1,0.673
CCC(=O)N1CCc2cc(S(=O)(=O)CCC(=O)O)ccc21,0.866
CC(C)(C)C(=O)CSc1nccc(=O)[nH]1,-0.00384
O=C(CCc1ccccc1)n1nc(-c2ccccc2)nc1NCc1ccco1,-4.41
CC1=CC(C)(C)N(S(=O)(=O)c2ccc(C)cc2)c2cc(C)ccc21,-2.38
CCOCCCNC(=S)NCCNc1nc2c(C)cccc2cc1C#N,-1.14
CC(=O)c1ccccc1NS(=O)(=O)c1c(C)nn(-c2ccccc2)c1C,-0.64
CC(C)OC(=O)CCC1(C(=O)O)CCC(=O)NC1 (stereo unspecified),-0.225
CCc1ccc(/C=C2/SC(=S)N(CC(=O)Nc3nc4ccccc4s3)C2=O)cc1,-0.68
Cc1cccc(N(C)S(=O)(=O)c2ccc3c(c2)CCC(=O)N3)c1,0.124
COc1ccc(-n2ncc3c(N4CCC(C(N)=O)CC4)ncnc32)cc1,1.81
O=[N+]([O-])c1ccc(N2CCN(S(=O)(=O)c3ccc(Cl)cc3)CC2)cc1NCc1cccnc1,0.0466
Cc1cc(C)c2c(C)c(C(=O)NCc3ccncc3)oc2c1,0.18
CC(C)NC(=O)c1ccc(-c2cccc(C(F)(F)F)c2)o1,-0.205
O=C(CCS(=O)(=O)Cc1ccccc1F)NCCCN1CCCCC1,0.215
C/C(=N\Oc1cccc(F)n1)c1ccc(Cl)cc1Cl,1.07

# A draw from above in order of count of non-hydrogen atoms, smallest number first:
SMILES,Cav3 T inh
CC(C)(C)C(=O)CSc1nccc(=O)[nH]1,-0.00384
CCC(CC)c1nc(NCCC(=O)O)c2ccccc2n1,0.763
Cc1cccc(N(C)S(=O)(=O)c2ccc3c(c2)CCC(=O)N3)c1,0.124
Cc1ccc(NCc2nnc(SCC(=O)c3ccccc3)o2)c(C)c1,0.41
O=C(CCc1ccccc1)n1nc(-c2ccccc2)nc1NCc1ccco1,-4.41
CCc1ccc(/C=C2/SC(=S)N(CC(=O)Nc3nc4ccccc4s3)C2=O)cc1,-0.68
O=[N+]([O-])c1ccc(N2CCN(S(=O)(=O)c3ccc(Cl)cc3)CC2)cc1NCc1cccnc1,0.0466

# Next results
SMILES,Cav3 T inh
O=c1[nH]c2cc(Cl)ccc2n1-c1ccccc1,1.09
O=C(c1ccc(F)cc1)C1CCN(CCn2c(=S)[nH]c3ccccc3c2=O)CC1,-4.82*
CCOc1ccccc1-c1nc2c(s1)CCc1onc(-c3ccc(OC)cc3)c1-2,-0.0175
CCOC(=O)c1c(-c2ccccc2)n(C)c2ccc(O)cc12,0.0439
C/C(=N\O)C(C)/[N+]([O-])=C/c1nc(C)c(C)n1O (stereo unspecified),-0.872
O.O.O.O=S(=O)([O-])OC[C@H]1O[C@@H](O[C@]2(COS(=O)(=O)[O-])O[C@H](OS(=O)(=O)[O-])[C@@H](OS(=O)(=O)[O-])[C@@H]2OS(=O)(=O)[O-])[C@H](OS(=O)(=O)[O-])[C@@H](OS(=O)(=O)[O-])[C@@H]1OS(=O)(=O)[O-].[Al],0.0944
COC(=O)C[C@H]1c2ccccc2S(=O)(=O)N1C(C)C,-0.744
CCC(=O)Nc1ccccc1C(=O)OCC(=O)c1ccccc1,-0.142
Cc1ccc(C)c(-n2c(Cc3cc(=O)[nH]c(=O)[nH]3)nnc2SC(C)C)c1,0.531
O=C1CN(C(=O)C2CC2)c2ccccc2N1,-0.00178
O=C(CSC1=NCCS1)N1CCN(c2ccc(Cl)cc2)CC1,0.267
CCOC(=O)N1CCN(C(=O)CSCC(=O)Nc2nc(-c3ccc(Cl)s3)cs2)CC1,-2.94
CCOC(=O)c1ccc(NC(=O)C2CCCO2)cc1 (stereo unspecified),0.458
O=C(Cn1cnc([N+](=O)[O-])c1)Nc1cc(Oc2ccc(Cl)cc2Cl)cc([N+](=O)[O-])c1,-0.00324
CC1=NNC(=O)/C1=C\c1cn(-c2ccccc2)nc1-c1ccc(Cl)cc1,-0.0938
Cn1c(=O)c2c(nc(CN3CCC(C(N)=O)CC3)n2Cc2c(F)cccc2Cl)n(C)c1=O,1.39
COc1ccc(-c2nc3n(n2)C(c2cccnc2)C(C(N)=O)=C(C)N3)cc1 (stereo unspecified),-0.0318
COc1ccc(CCNS(=O)(=O)c2ccc(N3CCCC3=O)cc2)cc1,-0.0101
Cc1cc(Br)cc(C)c1OCCCCN(C)C,0.253
O=C(N/N=C/c1ccccc1Br)c1ccc(CSc2cccc3cccnc23)cc1,-5.22*

# Shown with bars between the fields: 2 of the compounds above
Structure | Cav3 T inh
CC1=NNC(=O)/C1=C\c1cn(-c2ccccc2)nc1-c1ccc(Cl)cc1 | -0.0938
Cn1c(=O)c2c(nc(CN3CCC(C(N)=O)CC3)n2Cc2c(F)cccc2Cl)n(C)c1=O | 1.39

# More records follow.
SMILES,Cav3 T inh
C[C@H](NC(=O)NCCc1ccccc1)C(=O)O,0.457
CC(=O)Nc1ccc(S(=O)(=O)NC(CC(=O)NCCC2=CCCCC2)C(C)C)cc1 (stereo unspecified),0.72
CCCc1nc(-c2cc3ccc(C)cc3[nH]c2=O)no1,0.0877
CC1(C)c2[nH]c3ccccc3c2C[C@@H]2C(=O)N(Cc3ccco3)C(=O)N21,-0.0242
Cc1cc(-c2ccccc2)nc(N2CCC(C(=O)NCc3ccccc3Cl)CC2)n1,0.524
CC1=C(C#N)C(Nc2ccc(Cl)cn2)(C(F)(F)F)C(=O)N1 (stereo unspecified),-1.21
COCCNc1nc(SCc2ccccc2)nc2sc3c(c12)CCC3,-4.45*
Cc1cccc2c1OCC/C2=N\NC(=O)COc1ccccc1Cl,0.272
COc1ccc(CCNC(=O)CCC2COc3ccccc3O2)cc1OC (stereo unspecified),0.803
COc1ccccc1OC(=O)CN1C(=O)c2ccccc2C1=O,-0.574
CC1(C)CC(=O)C2=C(C1)N=C1SCCC(=O)N1C2c1ccc(C(F)(F)F)cc1 (stereo unspecified),-1.88
Cc1ccc(NC(=O)c2c(C(F)(F)F)nn(C)c2Cl)cc1C,0.0118
Cc1ccc(-c2noc(=O)n2CC(=O)Nc2ccc(S(=O)(=O)NC3CC3)cc2)cc1,-0.667
O=C(c1coc2ccc(O)cc12)C1CC1,0.8
O=C(CN(C1CCCCC1)S(=O)(=O)c1ccc(F)cc1)NCCCO,-0.000127
CCOc1ccc(C2NC(=O)NC(C)=C2C(=O)OC)cc1C (stereo unspecified),0.24
COC(=O)c1oc2ccc(Br)cc2c1NC(=O)CCN1CCOCC1,0.36
CC(=O)Nc1sc(C)c(C)c1CN1CCN(S(=O)(=O)c2ccccc2)CC1,-0.82
Cn1c(=O)oc2cc(S(=O)(=O)NC3CCCc4ccccc43)ccc21 (stereo unspecified),0.978
Cc1cc(C)nc(SCc2nnc(SCC(=O)N3CCCc4ccccc43)o2)n1,-0.497
CCOc1ccc(CCNC(=O)C2CCCN(c3nnc(-n4cccc4)s3)C2)cc1OCC (stereo unspecified),0.753
Cn1c(SCC(=O)NC(C)(C)C)nnc1-c1ccc(C(C)(C)C)cc1,0.843
CCN1CCN(c2nc(-c3cccnc3)nc3ccccc23)CC1,1.39
Cc1ccc(-n2nnc3c(=O)n(Cc4cccc(C)c4)cnc32)cc1,-1.59
CCC(C)(C)NC(=O)C(c1cccn1C)N(Cc1ccccc1)C(=O)Cn1nnc2ccccc21 (stereo unspecified),0.853
O=S1(=O)N=C(SCCO)c2ccccc21,0.879
Brc1ccc(OCCCN2CCOCC2)cc1,0.511
CCC(=O)N1CCCc2cc(S(=O)(=O)N3CCC(N4CCCCC4)CC3)ccc21,-0.675
CC(=O)C(=[N+]=[N-])C(=O)NCc1ccccc1,-0.221
Cc1ccc(OCC(=O)Nc2ccc(Cl)cc2)c(-n2nc3ccccc3n2)c1,-0.0111
OCCNc1ccc(Cl)cc1,0.846
COc1ccccc1C1C(C(C)=O)=C(O)C(=O)N1CCc1ccccc1 (stereo unspecified),-1.2
CS(=O)(=O)Nc1ccccc1C(=O)Nc1cccc(Cl)c1,-0.617
CC(=O)N(c1ccc(Cl)cc1)c1c[nH]c2ccccc12,-1.52
O=C1c2cnc3nc(SCc4ccc(Cl)cc4)nn3c2CC2c3ccccc3CCN12 (stereo unspecified),-6.27*
COc1ccccc1CNC(=O)CCNC(=O)Cn1cnc2ccccc2c1=O,1.43
COc1cc(/C=N/n2c(C)nnc2C)cc(OC)c1OC,0.773
C=CCn1c(SCC(=O)NC2CCS(=O)(=O)C2)nc2sc(CC)cc2c1=O (stereo unspecified),0.501
CC(=O)Nc1ccc(S(=O)(=O)N2CCNC(=O)CC2)cc1,0.17
CCCc1cc(=O)[nH]c(SCC(=O)c2cc(C)n(C)c2C)n1,0.76

# Rewritten bar-delimited: five of the compounds above
SMILES | Cav3 T inh
CCC(=O)N1CCc2cc(S(=O)(=O)CCC(=O)O)ccc21 | 0.866
C/C(=N\O)C(C)/[N+]([O-])=C/c1nc(C)c(C)n1O (stereo unspecified) | -0.872
CC(C)CC(COCc1cccc(Cl)c1)N1CCN(C(=O)c2ccc(C(F)(F)F)cc2)CCC1=O (stereo unspecified) | -0.655
Cc1cc(Br)cc(C)c1OCCCCN(C)C | 0.253
O=C1CN(C(=O)C2CC2)c2ccccc2N1 | -0.00178

# Remaining list, next part
SMILES,Cav3 T inh
CCOC(=O)/C=C/c1ccc(C(F)(F)F)cc1S(=O)(=O)NC(C)(C)C,0.0548
CCCCCCn1c(CN2CCCC(C)C2)nc2c1c(=O)n(C)c(=O)n2C (stereo unspecified),-3.75*
CCN(CC)c1ccc(-c2nn3c(-c4n[nH]c5c4CCC5)nnc3s2)cc1,-1.26
c1ccc(-n2nnnc2N2CCOCC2)cc1,1.01
CC(C)CNC(=O)c1c(N)n(/N=C/c2ccccn2)c2nc3ccccc3nc12,-0.0633
CCC(=O)Nc1c(C)cc(C)cc1Cl,0.611

# From PubChem BioAssay
